Source: PubChem
Cdc25B inh: inhibitors of Cdc25B phosphatase catalytic domain, primary screen, biochemical, OMFP fluorescence. M-phase inducer phosphatase 2 (Homo sapiens), P30305. recombinant Cdc25B, OMFP fluorescence Ex485/Em525. inhibition, %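 (compounds tested at 10 µM final in the well)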. actives 0.1% (n = 65,000). AID 368, 2006; in the data active = inhibition above about 50%
FXIa inh mix: FXIa protease inhibitors in compound pools, primary screen, biochemical, 10-compound mixtures; Coagulation factor XI (Homo sapiens), P03951; purified FXIa, fluorogenic substrate, pooled mixtures; inhibition, % at 5 µM; actives 0.19% (n = 62,000);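 also: each value is inhibition by a whole ten-compound pool holding the compound; 0% = enzyme with no mixture and 100% = wells lacking enzyme; strong numbers were not always called active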
HTR1A agonist: human 5-HT1a receptor agonists, primary screen, cell-based, CHO, Ga15 NFAT-bla reporter; 5-hydroxytryptamine receptor 1A (Homo sapiens), P08908; CHO 5-HT1a Ga15 NFAT-bla reporter, FRET ratio; 0% basal, 100% maximal reference agonist; activation, % at 10 µM; actives 0.56% (n = 65,000); AID 567, 2006;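 active = activation above the screen-wide mean activation plus 3 SD, cut at about 19% in these data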;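 also: 0% = DMSO wells and 100% = 5-CT at EC100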
Target sequence (P08908 whole entry, looked up): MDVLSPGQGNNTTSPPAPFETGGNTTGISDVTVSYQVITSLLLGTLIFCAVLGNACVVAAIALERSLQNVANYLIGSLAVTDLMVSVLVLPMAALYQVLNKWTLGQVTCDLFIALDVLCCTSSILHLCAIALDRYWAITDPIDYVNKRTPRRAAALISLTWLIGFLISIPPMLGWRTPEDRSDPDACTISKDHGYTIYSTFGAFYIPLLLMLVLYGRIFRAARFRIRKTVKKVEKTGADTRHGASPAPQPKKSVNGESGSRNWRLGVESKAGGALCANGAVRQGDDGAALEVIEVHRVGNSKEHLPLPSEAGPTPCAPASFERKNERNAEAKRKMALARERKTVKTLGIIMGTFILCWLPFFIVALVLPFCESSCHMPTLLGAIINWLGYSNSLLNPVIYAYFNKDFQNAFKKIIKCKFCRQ
C1s block: complement C1s protease inhibitors, primary screen, biochemical, 10-compound mixtures; Complement C1s subcomponent (Homo sapiens), P09871; purified C1s, fluorogenic AMC substrate, pooled mixtures; mean inhibition % of two 10-compound mixtures (active compounds read high), % at 5 µM (by protocol); actives 0.16% (n = 62,000); AID 538, 2006;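 active = inhibition above 20% in each of the two 10-compound mixture wells holding the compound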;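 also: 0% = enzyme wells lacking compound mixture and 100% = no-enzyme blank wells; some compounds called inactive have numbers as strong as hits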
Cathepsin G inh: human cathepsin G inhibitors, primary screen, biochemical, pooled compound mixtures, AMC fluorescence; inhibition, % at 5 µM (by protocol); P08311; purified enzyme, AMC-tetrapeptide fluorescence; actives 0.2% (n = 62,000); AID 581, 2007;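 active = inhibition above 20% in each of the two mixture wells holding the compound; inactive = inhibition of 20% or less in either well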;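 also: 0% = enzyme control without mixture and 100% = blank lacking enzyme; strong numbers were not always called active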
MKP-1 inh: MKP-1 phosphatase inhibitors, primary screen, biochemical, in vitro; inhibition, %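 (compounds tested at a single concentration somewhere between 10 and 100 µM)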; recombinant MKP-1, OMFP hydrolysis fluorescence; actives 0.15% (n = 65,000);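 active = inhibition above about 50%, limit read from the data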;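 also: 0% = DMSO max control wells and 100% = wells with enzyme stopped by NaOH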
Target sequence (P28562 whole entry, looked up): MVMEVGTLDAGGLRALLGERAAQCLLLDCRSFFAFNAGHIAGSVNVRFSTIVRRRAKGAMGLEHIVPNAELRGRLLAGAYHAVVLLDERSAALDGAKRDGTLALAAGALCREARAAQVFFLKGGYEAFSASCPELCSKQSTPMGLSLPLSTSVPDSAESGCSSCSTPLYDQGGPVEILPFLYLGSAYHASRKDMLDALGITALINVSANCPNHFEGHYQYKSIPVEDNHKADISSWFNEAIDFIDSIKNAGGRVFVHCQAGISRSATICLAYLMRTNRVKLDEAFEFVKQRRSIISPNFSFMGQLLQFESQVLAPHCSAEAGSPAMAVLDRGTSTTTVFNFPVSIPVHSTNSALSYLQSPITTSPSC
Hsp90 block: tumor Hsp90 inhibitors, primary screen, cell lysate, fluorescence polarization, NCI-N417 lysate. Cy3B-geldanamycin FP displacement. Heat shock protein HSP 90-alpha (Homo sapiens), P07900. inhibition, % at 30 µM. actives 0.35% (n = 64,000);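 active = inhibition above 50%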;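 also: 0% = tracer plus lysate wells and 100% = tracer alone without lysate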
CatL inh: inhibitors of human cathepsin L, biochemical | Procathepsin L (Homo sapiens), P07711 | purified cathepsin L, fluorogenic substrate, fluorescence | inhibition, %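 (tested at 10 µM)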 | actives 0.17% (n = 58,000); in the data active = inhibition above about 45%;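 also: 0% = enzyme with no compound and 100% = no enzyme blank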
Target sequence (P07711 114-288 limits assumed): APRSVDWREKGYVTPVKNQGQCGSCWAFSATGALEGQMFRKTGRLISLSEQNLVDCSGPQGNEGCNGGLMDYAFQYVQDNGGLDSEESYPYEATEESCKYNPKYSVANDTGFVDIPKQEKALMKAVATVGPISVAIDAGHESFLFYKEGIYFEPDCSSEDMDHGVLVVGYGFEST
Target sequence (P07711 292-333 limits assumed): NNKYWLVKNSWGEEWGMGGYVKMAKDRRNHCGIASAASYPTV
FXIIa inh mix: human factor XIIa inhibitors, primary screen, biochemical, pooled compound mixtures, fluorogenic substrate; Coagulation factor XII (Homo sapiens), P00748; purified FXIIa; inhibition, % at 5 µM; actives 0.2% (n = 62,000);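 also: 0% = enzyme without compound and 100% = no enzyme blank; some results filed as inactive read as strong as hits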
An asterisk follows results filed as active; · = no result given. Rule as the data show it, unless noted: active = inhibition above about 20% (passing the limit was not always enough); inactive = the rest.

molecule	Cdc25B inh	FXIa inh mix	HTR1A agonist	C1s block	Cathepsin G inh	MKP-1 inh	Hsp90 block	CatL inh	FXIIa inh mix
COc1ccc(N2CCN(CCCNC(=O)C3(S(=O)(=O)c4ccc(Cl)cc4)CC3)CC2)cc1	-12.7	5.6	-0.8	-3.6	-2.3	2.1	-2.0	7.5	14.3
Cc1nn(Cc2ccccc2)c(C)c1C(=O)Nc1ccc(N2CCOCC2)cc1	-0.1	4.9	-3.5	8.5	8.9	-3.7	-3.0	-4.4	7.6
Cc1ccc(-c2nnn(Cc3nc(N)nc(N4CCOCC4)n3)n2)cc1	8.9	5.7	-2.0	-14.0	7.0	6.9	0.2	17.5	-17.1
COc1cc(OC)c(-c2nn3c(-c4cccnc4)nnc3s2)cc1OC	3.4	-5.0	-2.3	-3.0	-3.8	-11.6	-0.2	2.5	0.3
COc1ccc(-c2c(C)nn3c(N4CCN(Cc5ccccc5)CC4)cc(C)nc23)cc1OC	-16.2	3.1	0.9	-23.5	-11.6	34.8	-2.5	·	5.8
COc1ccc(S(=O)(=O)N[C@H](C(=O)N2CC[C@@]3(O)CCCC[C@H]3C2)c2ccccc2)cc1	-0.6	3.8	-3.9	13.6	9.2	12.8	0.8	6.6	1.6
Fc1ccc(NCc2nnc(SCc3nnc(-c4ccccc4)o3)n2Cc2ccccc2)cc1	1.3	·	0.3	·	·	6.9	1.0	·	·
COCc1[nH]nc2c1C(c1cccc(OC)c1)C(C#N)=C(N)O2 (configuration not stated)	-19.1	·	0.0	·	·	-12.6	-1.3	13.6	·
CC(CC(=O)NCc1ccccc1)C1CCCO1 (configuration not stated)	2.4	1.5	-2.1	16.0	15.6	-9.7	0.5	24.8	4.4
CC(=O)Nc1ccc(S(=O)(=O)Nc2ccc(NC(=O)c3ccco3)cc2)cc1	1.2	3.9	0.2	-0.7	-3.7	-1.4	3.6	-3.3	-14.9
CCOC(=O)C1=C(N)OC2=C(C(=O)CCC2)C1c1ccccc1OCC (configuration not stated)	-6.2	1.5	-1.7	3.3	0.7	11.1	0.2	3.0	-27.4
CCC1(c2ccccc2)NC(=O)N(CC(=O)Nc2ccc3c(c2)OCO3)C1=O (configuration not stated)	7.6	-7.4	-1.9	-47.6	-3.9	15.9	-2.9	5.0	7.7
COCCN1Cc2cccc(C(=O)Nc3cc(OC)ccc3OC)c2C1=O	4.3	5.0	0.7	11.2	-2.0	-5.4	1.4	8.6	3.1
Cc1cccc(OCC(=O)Nc2cccc(O)c2)c1	-7.8	0.5	-0.5	10.3	8.0	-3.3	2.4	7.7	1.5
FC(F)(F)c1cccc(-n2cccc2/C=N/n2cnnc2)c1	-3.1	·	-2.4	·	·	-21.2	-3.4	-2.3	·
CC(C)CC(c1nnnn1C1CCCCC1)N1CCN(c2ncccn2)CC1 (configuration not stated)	-22.2	3.1	-0.8	18.9	12.3	7.5	0.4	3.4	0.2
Cc1cc(NC(=O)CSc2nc3c([nH]c4ccccc43)c(=O)n2-c2cccc(C(F)(F)F)c2)no1	·	5.3	2.2	-23.3	14.2	·	·	4.4	1.3
O=C(Cn1c(C(F)(F)F)nc2ccccc21)NCCN1CCCC1	-8.5	1.0	-0.9	-32.3	7.8	12.4	-14.3	13.4	1.7
O=C(c1ccc(S(=O)(=O)N2CCCCC2)cc1)N1CCN(Cc2ccc3c(c2)OCO3)CC1	-1.9	8.1	-2.2	13.5	12.1	1.2	-1.6	14.6	1.5
CCC(=O)N(Cc1ccc2c(c1)OCO2)Cc1cc2cc(OC)ccc2[nH]c1=O	-2.3	4.7	0.2	3.3	2.2	16.9	-2.5	-6.6	-1.6

(further entries)
molecule	Cdc25B inh	FXIa inh mix	HTR1A agonist	C1s block	Cathepsin G inh	MKP-1 inh	Hsp90 block	CatL inh	FXIIa inh mix
COc1ccc(C2C(C(=O)O)CC(=O)N2c2ccc(OC)cc2)cc1 (configuration not stated)	0.5	-8.0	-0.3	-51.5	-9.2	-3.6	-1.2	9.4	1.5
Cc1nc(NC2=NCN(Cc3ccc4c(c3)OCO4)CN2)nc2ccccc12	-3.7	-19.6	-4.6	-51.4	-4.2	-8.3	2.6	11.4	14.9
COc1ccc(N2CCN(C(=O)CSc3nnc(CNc4ccccc4)o3)CC2)cc1	0.9	-2.0	2.6	22.1	-5.6	-0.2	2.0	2.2	1.1
CN1CC=C2C(C#N)=C(N)C(C#N)(C#N)C(Cc3ccccc3)C2C1 (configuration not stated)	-3.9	-4.5	2.3	-12.9	-3.1	6.2	-4.7	-0.5	4.2
CCOC(=O)c1[nH]c2ccc(OC)cc2c1NC(=O)CN1CCSCC1	1.9	-2.9	-1.3	-24.0	-12.7	7.7	-3.5	-7.4	9.8
COc1ccc2c(c1)OCC1=C2CCC2(C)C(=O)CC=C12 (configuration not stated)	10.9	5.1	-1.1	4.1	-7.5	4.3	-54.1	-25.3	2.6
O=C(CN1CCN(C(c2ccccc2)c2ccccc2)CC1)N1CCOCC1	-7.0	3.7	-0.9	-1.2	-5.8	-9.8	0.1	7.7	8.0
Cc1noc(C)c1S(=O)(=O)NC1CCN(Cc2ccccc2)CC1	-8.5	4.2	0.1	14.6	15.3	-2.1	-3.1	14.0	6.7
O=C(CSc1ncnc2ccccc12)NCCCO	6.9	5.5	0.2	-1.1	1.4	4.3	-5.0	-0.5	5.4
CNC(=O)c1nnn(Cc2ccccc2)c1NC(C)=O	-0.5	1.2	-2.6	-20.3	-6.4	0.0	3.1	-1.1	5.2
CCOC(=O)C1=C(N)c2ccccc2CC1C(C)C (configuration not stated)	5.1	11.6	-4.6	-1.5	13.0	-0.8	-2.9	0.9	3.8
O=C(C1CCN(S(=O)(=O)c2cccnc2)CC1)N1CCN(c2ccc(Cl)cc2)CC1	-1.2	3.6	0.6	-14.2	-2.7	16.4	-0.7	-0.6	-3.3
O=C(CN1C(=O)NC2(CCOc3ccccc32)C1=O)Nc1ccc2c(c1)OCCO2 (configuration not stated)	-6.1	9.3	-0.6	10.0	12.8	8.1	-1.5	·	1.2
Cc1nn(-c2ccccc2)c(C)c1NC(=O)c1ccc(S(=O)(=O)N2CCCC2)cc1	-0.3	-0.5	-3.0	-22.3	-4.1	23.5	-0.1	-7.3	7.4
CCc1ccc(OCc2nnc(SCC(=O)NCc3ccco3)o2)cc1	-8.5	2.4	-0.5	-39.3	-1.8	-5.3	-0.1	2.0	4.7
COCCNC(=O)CN1CCC(NC(=O)Nc2ccc(C(F)(F)F)cc2)CC1	-6.4	-2.5	1.2	-1.8	7.9	0.4	-1.9	10.2	-5.8
CCN1CCN(C(=O)c2nn(-c3ccc(OC)cc3)c(=O)c3c2c2ccccc2n3C)CC1	-0.9	3.6	-1.6	-2.0	-5.0	11.4	-0.7	4.7	7.2
C/C(=C\C#N)n1nc(C)cc1N	-16.1	6.9	-1.8	-16.7	-1.5	1.4	-1.8	5.4	15.3
CCOc1ccc(C2C(C#N)=C(N)SC(N)=C2C#N)cc1OCC	-6.3	7.5	1.1	-0.1	-0.5	11.6	·	9.4	1.9
CCOC(=O)c1ccc(NC(=O)CSc2nccn2C)cc1	-16.9	1.4	-2.7	-3.8	9.4	1.4	-0.9	5.7	0.6

An excerpt from above in order of the C1s block value, low to high.
smiles | Cdc25B inh | FXIa inh mix | HTR1A agonist | C1s block | Cathepsin G inh | MKP-1 inh | CatL inh | FXIIa inh mix
COCCNC(=O)CN1CCC(NC(=O)Nc2ccc(C(F)(F)F)cc2)CC1 | -6.4 | -2.5 | 1.2 | -1.8 | 7.9 | 0.4 | 10.2 | -5.8
CCOc1ccc(C2C(C#N)=C(N)SC(N)=C2C#N)cc1OCC | -6.3 | 7.5 | 1.1 | -0.1 | -0.5 | 11.6 | 9.4 | 1.9
COc1ccc(N2CCN(C(=O)CSc3nnc(CNc4ccccc4)o3)CC2)cc1 | 0.9 | -2.0 | 2.6 | 22.1 | -5.6 | -0.2 | 2.2 | 1.1

Continued:
molecule	Cdc25B inh	FXIa inh mix	HTR1A agonist	C1s block	Cathepsin G inh	MKP-1 inh	Hsp90 block	CatL inh	FXIIa inh mix
COC(=O)CS(=O)(=O)c1nnc([C@H](Cc2ccccc2)NC(=O)OC(C)(C)C)o1	4.1	3.9	-6.7	4.9	38.0	7.2	-1.9	17.2	13.6
OC(CN1CCOCC1)CN(c1ccccc1)c1ccccc1 (configuration not stated)	-1.9	12.0	-0.7	5.6	1.6	-18.4	-2.0	-3.6	-4.0
OC1CCCN(Cc2ccc3c(c2)Cc2ccccc2-3)C1 (configuration not stated)	-14.0	1.4	-5.5	4.1	9.7	-1.7	-1.7	2.4	0.4
CCOc1ccc(S(=O)(=O)N2CCCCC2)c2ccccc12	-8.2	3.6	0.3	16.3	15.3	0.6	-3.6	11.1	8.7
Nn1c(Cc2ccccc2F)nnc1SCC(=O)N1CC(=O)Nc2ccccc21	-9.0	12.5	1.9	5.1	6.0	-8.8	-3.4	3.5	3.3
CCCn1c(SCc2ccccc2)nc2c1c(=O)[nH]c(=O)n2C	0.0	-5.1	-2.2	-42.6	-0.9	-8.5	3.7	2.3	-21.2
CCOC(=O)C1=C(O)CSC1=Nc1ccccc1	-9.9	6.5	-4.0	-3.0	0.7	7.4	-10.9	2.9	-5.2
CCc1ccc2oc(-c3ccc(N)cc3)nc2c1	-10.1	0.5	2.5	-39.2	-5.2	6.9	-1.6	-36.3	-9.5
CCCSc1nc(C)c(CC(=O)OCC)c(=O)[nH]1	1.6	·	2.0	·	·	-19.2	-2.2	-6.6	·
Fc1ccc(OCc2nn3c(Cn4nnc5ccccc54)nnc3s2)cc1	1.8	9.1	-2.6	3.7	0.5	17.2	-3.9	4.9	-3.1
CC(=O)NC1Sc2ccccc2N=C1c1ccccc1 (configuration not stated)	2.6	9.1	-3.2	12.2	9.6	-17.7	-4.6	11.9	0.9
CCOc1cccc(C(=O)Nc2nc(-c3ccc(S(=O)(=O)N4CCOCC4)cc3)cs2)c1	-1.8	6.2	2.1	18.7	9.7	3.9	-2.1	-1.4	11.2
O=C1c2ccccc2C(=O)N1C/C=C/c1ccccc1	1.9	16.9	2.4	10.3	10.0	-7.3	-0.8	1.5	10.7
COc1ccc(CNC(=O)C(C)NC(=O)c2cc3ccccc3o2)cc1 (configuration not stated)	3.9	-0.5	-2.0	-7.6	7.5	1.7	-0.6	-3.7	-15.5
Cc1noc(NS(=O)(=O)c2ccc(NC(=O)c3cnc4scc(C)n4c3=O)cc2)c1C	-16.6	11.0	-3.1	-15.8	-2.2	11.3	-4.2	·	2.8
Cc1c(-c2ccccc2)[n+](=O)c(-c2ccco2)c(C)n1[O-]	-2.8	3.6	-3.0	7.7	13.4	-7.5	-1.8	2.9	3.1
O=C(NCC(=O)N(Cc1ccco1)C(C(=O)NC1CCCC1)c1cccnc1)c1cccs1 (configuration not stated)	3.3	10.3	-0.7	-0.3	0.5	26.7	-0.7	-5.9	-17.2
Clc1ccccc1OCCCCn1ccnc1	1.1	4.0	-2.8	1.2	7.8	-7.8	-0.6	0.3	12.2
COc1ccc(-n2c(SCCC#N)nnc2-c2cc(Cl)ccc2OC)cc1Cl	-17.0	3.5	4.2	-26.6	3.7	27.0	0.5	23.3	-0.1
C=CCn1c(=O)c2c(C)c(C)sc2n2c(Nc3ccc(OC)cc3)nnc12	-14.4	-0.7	5.1	-18.2	0.7	2.7	-1.1	6.8	0.4
COc1ccc(/C(O)=C2/C(=O)C(=O)N(CCCN(C)C)C2c2ccco2)cc1Cl (configuration not stated)	-26.2	0.2	-1.8	-28.2	0.1	-16.6	-9.2	0.0	5.9
